Assay outcomes deposited in PubChem BioAssay by Broad Institute.
ARNT TACC3 PPI – disruptors of ARNT/TACC3 protein interaction, primary screen, biochemical, AlphaScreen, single concentration | actives 0.66% (n = 390,000) | AlphaScreen His-ARNT PAS-B/GST-TACC3 binding, luminescence; TACC3 fragment carries E629A point mutation | inhibition, % at 9.99 µM | Transforming acidic coiled-coil-containing protein 3 (Homo sapiens), Q9Y6A5 | AID 623870, 2012;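 active means mean inhibition of replicates at least 50% and at least half of replicates each reaching 50%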;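 further: 0% = complete ARNT plus TACC3 wells and 100% = ARNT alone without TACC3; many hits fall short of the cut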
Statin myotox sup – suppressors of statin myotoxicity in C2C12 myotubes, primary screen, cell-based, single point, plate reader | C2C12 myotubes + simvastatin, ATP luminescence, 48 h; scaled: DMSO 0, geranylgeraniol control 100 | rescue of ATP level, % at 7.49 µM | actives 0.78% (n = 330,000);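 active means mean ATP rescue above about 67%, or every replicate alone reaching that limit, limit read from the data, passing the limit was not always enough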;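 further: myotubes were challenged with 10 µM simvastatin during compound exposure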
PAX8 inh HTS – inhibitors of PAX8-driven TPO luciferase reporter, primary screen, RMG-I cells, single concentration; inhibition, % at 12.6 µM; AID 652154, 2013; actives 1.2% (n = 360,000); SteadyGlo, 24 h;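 active means mean replicate inhibition at least 60% with every replicate also reaching 60%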;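 further: luciferase light reporting Pax8 driven TPO promoter activity; plate controls were median of neutral control wells for no effect and mitoxantrone controls for full effect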
INS-1E GSIS act – GLuc luminescence reporter in INS-1E cells, primary screen for activators of glucose-dependent secretion of insulin; activation, % at 16.6 µM; actives 0.61% (n = 370,000); INS-1E GLuc reporter insulin secretion, 2-3 h; AID 743287, 2014;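 active means lowest replicate activation of at least 40%, so every replicate reaches that level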;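 further: 0% = median of neutral control wells and 100% = median of IBMX positive control wells; some compounds called inactive have numbers as strong as hits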
Cneo AK release – Cryptococcus neoformans cell lysis inducers, primary screen, AK release luminescence, single concentration. AID 651654, 2012. lysis activity, % at 15 µM. actives 0.2% (n = 360,000). C. neoformans lysis, adenylate kinase release luminescence, 4 h; normalised: neutral wells 0, clomiphene wells 100;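 active means mean lysis activity across replicates of at least 80%, whatever share of replicates individually reach that level; inactive means mean lysis activity below 80%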
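Test system: log-phase Cryptococcus neoformans yeast cells. Input: 5 × 10^6 yeast cells/mL. Medium: fresh YPD growth medium. Doses: single dose. Incubation: static 4 h at 37 °C with compound, 1 h detection. Measured by: luminescent adenylate kinase detection reagent. Read-out: signal increase indicating cell lysis. Benchmarks: Clomiphene.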
PglD inh – C. jejuni PglD acetyltransferase inhibitors, primary screen, biochemical, DTNB colorimetric, single point | actives 0.098% (n = 360,000) | UDP-N-acetylbacillosamine N-acetyltransferase PglD (Campylobacter jejuni) | purified PglD enzyme, DTNB colorimetric CoA detection | inhibition, % at 12.5 µM; in the data active means inhibition above about 16%, passing the limit was not always enough; further: strong numbers were not always called active
PGC1a acetyl inh – inhibitors of PGC1a acetylation signal, primary screen, cell-based, U2OS, AlphaScreen, inhibitor mode. actives 0.17% (n = 350,000). AlphaScreen anti-acetyl-lysine; with virally co-expressed GCN5 acetyltransferase. inhibition, % at 15.6 µM;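 active means every replicate shows inhibition of at least 40%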;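 further: 0% = neutral control wells and 100% = positive control wells; some results beyond the cut were filed as inactive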
LGR2 antag – inhibitors of bursicon-induced LGR2 CRE-luciferase signal, primary screen, cell-based, HEK293, CRE-luciferase reporter, bursicon stimulation; bursicon-stimulated, 4 h; actives 0.35% (n = 380,000); inhibition, % at 9.99 µM;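 active means drop in luminescence signal, shown as inhibition above about 50% in the replicate tests, limit read from the data, passing the limit was not always enough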;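 further: agonist challenge used bursicon conditioned medium at about half maximal strength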
Starred values were filed as active, the others as inactive; nt = no result given.

| SMILES | ARNT TACC3 PPI | Statin myotox sup | PAX8 inh HTS | INS-1E GSIS act | Cneo AK release | PglD inh | PGC1a acetyl inh | LGR2 antag |
| --- | --- | --- | --- | --- | --- | --- | --- | --- |
| COc1ccc(/C=C/c2ccc3ccccc3[n+]2C)cc1OC | -5 | -15 | nt | nt | -5 | -6 | 16 | nt |
| O=C(O)C1=C(C(=O)O)C2CCC1C2 | nt | 5 | -3 | -2 | -1 | -1 | 0 | 0 |
| C[C@H](CO)N1C[C@H](C)[C@H](CN(C)Cc2ccc(C(=O)O)cc2)Oc2ccc(NC(=O)C3CCCCC3)cc2C1=O | -2 | 2 | nt | 4 | -3 | -1 | 6 | 9 |
| CCOC(=O)N1CCC(NC(=O)c2cccc3c2C(=O)N(c2ccc(OC)cc2)C3)CC1 | -3 | -18 | 13 | nt | -4 | 4 | -12 | -9 |
| CC(Sc1ncccn1)C(=O)NNC(=O)c1cccc(Cl)c1 (stereo unspecified) | 17 | 0 | -7 | 4 | -1 | -2 | -11 | -11 |
| CN(CCNC(=O)C1CCC(=O)N(Cc2cccc(F)c2)C1)CCc1ccccc1 (stereo unspecified) | 4 | -9 | -1 | 3 | 1 | 1 | -1 | -2 |
| C[C@@H]1CCCCO[C@@H](CN(C)C(=O)Cc2ccccc2)[C@H](C)CN([C@@H](C)CO)C(=O)c2cc(NS(=O)(=O)c3ccccc3)ccc2O1 | -9 | nt | -7 | -12 | 2 | 3 | 16 | 2 |
| CC(C(=O)Nc1ccccn1)(c1ccccc1)c1ccccc1 | -1 | 13 | 15 | 13 | 1 | 0 | 7 | 10 |
| Cc1ccc(S(=O)(=O)Nc2cccc3c2O[C@@H](CN(C)C(=O)NC2CCCCC2)[C@H](C)CN([C@@H](C)CO)C3=O)cc1 | -4 | 7 | 1 | -9 | 40 | 3 | -9 | -6 |
| NCC/C=C1/c2ccccc2CSc2ccccc21 | 3 | -5 | nt | nt | 2 | 0 | -8 | nt |
| Cc1cccc(CN(C)C[C@H]2OCc3cn(nn3)CCCC(=O)N([C@@H](C)CO)C[C@H]2C)c1 | -8 | -5 | nt | 6 | 45 | 2 | -2 | 4 |
| O=[N+]([O-])c1cc(Cl)cc(/C=N/Nc2nc3ccccc3s2)c1O | -13 | -10 | -25 | -9 | 5 | -2 | -11 | -16 |
| COCCn1c(SCC(=O)NC(=O)NC2CCCC2)nc2ccccc2c1=O | -9 | -9 | 7 | -8 | -2 | 12 | -4 | 1 |
| O=C(CCN1CCCCC1)N[C@@H]1CC[C@H](CCNC(=O)c2cc(Cl)cc(Cl)c2)O[C@@H]1CO | -1 | 7 | -2 | -3 | -2 | 3 | -2 | 7 |
| Cc1cc2nc(SCC(=O)O)nc(C)c2cc1C | 3 | -7 | nt | 14 | 0 | 7 | -4 | 5 |
| COC(=O)Nc1nnc(Cc2ccc(Cl)cc2)s1 | 0 | nt | -23 | nt | 1 | -3 | -2 | nt |
| COC(=O)C[C@H]1CC[C@@H]2[C@@H](COc3ccc(NC(=O)c4ccc(F)cc4)cc3C(=O)N2C)O1 | -2 | -9 | -2 | -2 | -3 | 3 | 1 | 6 |
| CCOC(=O)c1ccc(S(=O)(=O)N2CCN(C(=O)c3nn(C)c(=O)c4ccccc34)CC2)cc1 | -5 | nt | -11 | 1 | nt | nt | nt | -2 |
| O=C(CNC1CC1)Nc1cc(C(F)(F)F)ccc1Cl | -3 | nt | 2 | -5 | 1 | -8 | 2 | 6 |
| CCN(c1ccccc1)S(=O)(=O)c1ccc(Cl)c(NC(=O)CSc2n[nH]c(N)n2)c1 | 0 | nt | 18 | -4 | nt | nt | nt | 8 |
| COC(=O)N1CCN(c2ccc(C)cc2)C(C)C1 (stereo unspecified) | -4 | 5 | -7 | -8 | 0 | -5 | -3 | -16 |
| COc1ccc(S(=O)(=O)Nc2ccccc2-c2nnn(CC(=O)Nc3ccccc3OC)n2)cc1 | 1 | nt | 27 | -13 | nt | nt | nt | 0 |
| CCOC(=O)C1(Cc2ccc(Cl)cc2)CCN(Cc2cn(CC)nc2C)CC1 | -1 | nt | 10 | -30 | -2 | 0 | -6 | 0 |
| CO[C@@H]1CN(C)C(=O)c2cc(NC(=O)C3CC3)ccc2OC[C@@H](C)N(CC2CCCC2)C[C@@H]1C | -6 | -1 | nt | 5 | -1 | 1 | -21 | -4 |
| O=[N+]([O-])c1ccc(Cl)c(CN2CCCCCC2)c1 | 1 | -33 | -4 | 16 | 0 | -3 | nt | 15 |
| O=C(NNS(=O)(=O)c1ccc2ccccc2c1)c1cc(-c2ccccn2)nc2ccccc12 | 6 | nt | 3 | 2 | nt | nt | nt | 1 |
| COc1ccccc1NC(=O)c1ccccc1NS(=O)(=O)c1cccs1 | -6 | 3 | 22 | -18 | -1 | -3 | nt | 11 |
| C[C@@H]1CN([C@@H](C)CO)C(=O)c2cc(NC(=O)Nc3ccc(C(F)(F)F)cc3)ccc2O[C@@H]1CN(C)Cc1ccccc1 | 2 | -24 | 28 | -12 | -1 | 2 | 7 | 5 |
| COc1ccc(N2CCN(C(=O)CNC(=O)Cc3ccccc3)CC2)cc1 | -8 | nt | -1 | 0 | 1 | 4 | -8 | -1 |
| Cc1cccc(NS(=O)(=O)c2ccc(C(=O)NCC(C)(C)N3CCOCC3)cc2)c1C | -4 | 0 | -13 | 9 | 0 | 3 | 7 | -7 |
| O=C(O)[C@@H](O)c1ccccc1 | -2 | -4 | -10 | 15 | -1 | -8 | 9 | 2 |
| COc1ccc(OC(C)C(=O)N2CCN(c3ccccn3)CC2)cc1 (stereo unspecified) | -17 | 1 | 13 | nt | 7 | nt | -11 | nt |
| C[C@@H]1CN([C@@H](C)CO)C(=O)c2cc(C#CC3(O)CCCC3)cnc2O[C@@H]1CN(C)Cc1ccncc1 | -7 | 2 | -2 | -1 | -1 | -2 | -2 | 1 |
| Cc1ccc(S(=O)(=O)NCc2ccccn2)cc1C | -2 | -4 | -2 | 13 | 0 | -8 | 19 | -5 |
| Cc1c(NC(=O)C(C)OC(=O)c2sc3ccccc3c2Cl)c(=O)n(-c2ccccc2)n1C (stereo unspecified) | -2 | 3 | 8 | -3 | nt | nt | nt | 7 |
| Cc1ccc(S(=O)(=O)CCC(=O)OCc2nnc(-c3ccccc3)o2)cc1 | -7 | 1 | -2 | nt | 4 | 4 | 0 | 0 |
| COCC(=O)Nc1ccc2c(c1)OC[C@H](C)N(Cc1ccccc1)C[C@@H](C)[C@H](OC)CN(C)C2=O | -1 | -2 | nt | -10 | 1 | -1 | -5 | 0 |
| CN=C1c2cc3c(Br)c(OC)ccc3n2CCN1C | 6 | -13 | nt | 19 | -3 | -7 | 11 | -6 |
| CCc1ccc(N2CC(C(=O)OCC(=O)Nc3cc(C)on3)CC2=O)cc1 (stereo unspecified) | -4 | 2 | -3 | nt | 2 | 1 | -1 | nt |
| C[C@@H]1CN([C@H](C)CO)C(=O)CCCn2cc(nn2)CO[C@H]1CN(C)Cc1ccccc1C(F)(F)F | -2 | 10 | nt | 8 | 5 | 0 | 2 | -3 |
| COc1ccc(S(=O)(=O)Nc2ccc3c(c2)C(=O)N([C@H](C)CO)C[C@H](C)[C@H](CN(C)CC2CCCCC2)OCCCC[C@H](C)O3)cc1 | -7 | nt | 38 | 9 | 4 | -2 | -7 | -4 |
| NC(=O)c1ncn([C@@H]2O[C@H](CN=C3NS(=O)(=O)c4ccccc43)[C@@H](O)[C@H]2O)n1 | -4 | 2 | -13 | -2 | 2 | -5 | 0 | -41 |
| C[C@H](O)C#Cc1ccc2c(c1)O[C@@H](CN(C)Cc1ccccn1)[C@@H](C)CN([C@@H](C)CO)S2(=O)=O | -11 | 2 | nt | 2 | 0 | -1 | -19 | 13 |
| CCOc1ccc(-c2cc(C(=O)NCc3cc(OC)cc(OC)c3)[nH]n2)c(C)c1 | nt | 11 | 16 | -8 | 0 | -22 | 3 | -5 |
| Cn1c(N)c(S(=O)(=O)N2CCCC2)c(=O)n(C)c1=O | -1 | -4 | nt | 31 | 2 | 2 | 1 | 6 |
| CCOC(=O)C1=C(COC(=O)/C=C/c2ccc([N+](=O)[O-])cc2)NC(=O)NC1C (stereo unspecified) | -20 | -11 | 4 | 12 | 0 | -9 | 0 | 6 |
| C/C(=N\NC(=O)COc1ccccc1)c1ccc(O)cc1 | 7 | nt | -16 | 9 | nt | nt | nt | -3 |
| CSc1nsc(SCC(=O)Nc2cccc(C(C)=O)c2)n1 | -2 | -3 | nt | nt | -1 | -1 | 8 | nt |
| COc1cccc(CN(C)C(c2ccccc2)c2ccccc2)c1OC | -7 | 30 | -3 | -15 | -1 | -1 | -10 | 5 |
| CCOC(=O)N1CCN(Cc2nc(-c3cccc(Cl)c3)no2)CC1 | 29 | 13 | 8 | -10 | 0 | 0 | 3 | 3 |
| CC(=O)O[C@@H]1[C@@H](OC(C)=O)[C@H](n2ccc3cc([N+](=O)[O-])ccc32)OC[C@@H]1OC(C)=O | 12 | nt | 9 | -3 | -1 | -6 | nt | nt |
| CN(Cc1ccc(F)cc1)C(=O)CNC(=O)c1ccc2c(c1)OCO2 | -5 | 15 | 2 | 10 | 4 | 2 | 3 | -23 |
| CSc1ccc(Cl)c(C(=O)OCC(=O)N2CCN(C(=O)c3ccco3)CC2)c1 | 8 | 3 | 4 | -18 | -5 | 9 | 4 | -8 |
| CC(C)(O)C#Cc1ccc(CNC[C@H]2O[C@@H](n3cnc4c(=O)[nH]c(N)nc43)[C@H](O)[C@@H]2O)s1 | nt | 6 | 0 | 29 | 3 | 5 | -20 | -6 |
| O=C(C1CCN(S(=O)(=O)c2ccc(Cl)cc2)CC1)N1CCCC1 | 4 | 2 | 12 | 12 | nt | nt | -2 | 25 |
| CCCCOc1ccc(/C=N/NC(=S)Nc2cccc(C)c2C)cc1 | 5 | -8 | -18 | nt | 5 | -1 | -11 | nt |
| CCC(C)C(NC(=O)c1ccccc1NC(=O)c1ccco1)C(=O)NC1CCCCC1 (stereo unspecified) | 1 | -21 | nt | nt | 3 | -2 | nt | nt |
| O=C1C[C@@H](c2ccc(O[C@@H]3O[C@H](CO)[C@@H](O)[C@H](O)[C@H]3O)cc2)Oc2cc(O)ccc21 | -1 | 5 | -26 | 18 | 2 | -2 | nt | 12 |
| COCCCN1C(=O)C(CC(=O)NC2CCCC2)CC(C(=O)N(C(C)C)C(C)C)=C1C (stereo unspecified) | nt | 8 | -11 | 0 | 16 | -1 | -8 | -11 |
| CC(C)(C)c1cc(NC(=O)Nc2ccc(Cl)cc2Cl)no1 | -5 | nt | -22 | 7 | -3 | 3 | 0 | -18 |
| COc1ccc(C2C3=C(CC(C)(C)CC3=O)Nc3nc(C)nn32)cc1OC (stereo unspecified) | nt | nt | 1 | -6 | 0 | -4 | -7 | -10 |
| COc1ccc(N2CCN(C(=O)CCCC3=NS(=O)(=O)c4ccccc4N3)CC2)cc1 | 1 | 6 | nt | -2 | nt | nt | 6 | nt |

Single records, from the list above. Order of values: ARNT TACC3 PPI	Statin myotox sup	PAX8 inh HTS	INS-1E GSIS act	Cneo AK release	PglD inh	PGC1a acetyl inh	LGR2 antag
COC(=O)C[C@H]1CC[C@@H]2[C@@H](COc3ccc(NC(=O)c4ccc(F)cc4)cc3C(=O)N2C)O1 across the screens: -2	-9	-2	-2	-3	3	1	6
CN=C1c2cc3c(Br)c(OC)ccc3n2CCN1C across the screens: 6	-13	nt	19	-3	-7	11	-6
